# KAT2A inh – qHTS Assay for Inhibitors of GCN5L2; 390,000 compounds, 0.21% hits; Potency, µM (top dose mostly 58.9 µM), for inactives: at the top dose activity change, negative = inhibition, hits mostly inhibitors; GCN5L2 HAT assay, ThioGlo1 CoA-SH fluorescence; AID 504327, 2011
#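 Preincubate 20nM GCN5L2 with compound 15 min, RT → add 50uM ThioGlo1 + 75uM H3(1-25) + 70uM acetyl-CoA → read fluorescence 0 and 20 min. Primary qHTS; fluorescent artifacts likely.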
# FEN1 inh – qHTS Assay for the Inhibitors of Human Flap endonuclease 1 (FEN1). P39748. Recombinant FEN1 flap cleavage, fluorescence, 15 min. Potency, µM (highest dose often 114 µM), for inactives: at the top dose activity change, negative = inhibition, actives largely listed as inhibitors. 390,000 compounds, 0.35% hits. AID 588795, 2011; also: nearly all actives have a fitted effect of over 65% in size
# Target sequence (P39748 whole entry, looked up): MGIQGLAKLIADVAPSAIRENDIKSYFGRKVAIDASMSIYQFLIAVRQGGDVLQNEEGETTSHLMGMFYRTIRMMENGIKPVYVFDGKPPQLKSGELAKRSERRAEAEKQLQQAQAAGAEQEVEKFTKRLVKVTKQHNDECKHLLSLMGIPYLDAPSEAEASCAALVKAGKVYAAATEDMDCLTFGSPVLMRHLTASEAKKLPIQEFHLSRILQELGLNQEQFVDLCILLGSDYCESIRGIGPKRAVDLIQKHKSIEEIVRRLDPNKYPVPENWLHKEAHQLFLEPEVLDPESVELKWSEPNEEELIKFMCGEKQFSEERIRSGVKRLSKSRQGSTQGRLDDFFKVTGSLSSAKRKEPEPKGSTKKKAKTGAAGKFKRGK
#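 Read-out was taken twice, immediately and after 15 min, following addition of 50 nM substrate to 10 nM FEN1 that had sat with test compound for 15 min at room temperature. Curves came from a four-parameter Hill model.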
# N370S GC mod – qHTS Assay for Inhibitors and Activators of N370S glucocerebrosidase as a Potential Chaperone Treatment of Gaucher Disease; Lysosomal acid glucosylceramidase (Homo sapiens), P04062; N370S GC spleen homogenate, 4MU-glucoside fluorescence; Potency, µM (series often up to 59.4 µM), inactives show at the top dose activity change, negative = inhibition, usual class: inhibitors; 330,000 compounds, 0.092% hits; AID 2101, 2009;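 also: 0% = full enzyme activity and -100% = no enzyme basal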
# The depositor's hits bear a star; ? = inconclusive; . = not tested or not shown; & = joins results of further samples; [ ] = remark or other dose. Calls follow the shape of the dose curve; as a rule, active = well fitted curve in the direction sought with a large enough effect; inconclusive = small, poorly fitted or top-dose-only effect, or another doubt; inactive = no such curve, though single readings can be large; an effect the other way counts as inactive or inconclusive. Unless noted, % is scaled to controls: 0 for no effect and ±100 for the full control effect; potency is read from the fitted curve at half-maximal effect. Only part of the results is shown; count on the stated rates, not on these rows.
# Preview:
KAT2A inh | FEN1 inh | Compound | N370S GC mod
-6.6% | 0.6% | Cc1ccc(CN2C(=O)CC(Nc3ccc(N4CCOCC4)cc3)C2=O)cc1 (stereo unspecified) | -8.7%
-11.6% | -0.9% | CC(C)(C)C(=O)NC(=S)Nc1ccccn1 | 6.9%
1.0% | 3.4% | C/C(=N\NC(=O)c1ccccc1)c1ccc(NC(=O)c2cccs2)cc1 | -0.7%

# All compounds of this part, from the start:
KAT2A inh | FEN1 inh | Compound | N370S GC mod
-6.6% | 0.6% | Cc1ccc(CN2C(=O)CC(Nc3ccc(N4CCOCC4)cc3)C2=O)cc1 (stereo unspecified) | -8.7%
-11.6% | -0.9% | CC(C)(C)C(=O)NC(=S)Nc1ccccn1 | 6.9%
1.0% | 3.4% | C/C(=N\NC(=O)c1ccccc1)c1ccc(NC(=O)c2cccs2)cc1 | -0.7%
-2.7% | -14.2% | CCOC(=O)C1=C(COC(=O)/C=C/c2ccc(C)o2)NC(=O)NC1C (stereo unspecified) | .
-1.3% | 5.2% | COCCNC(=O)C(=O)NNS(=O)(=O)c1ccc(Cl)cc1 | 7.2%
1.9% | 16.0% | N#Cc1cnn(Cc2ccc(Cl)cc2)c1N | -2.3%
? | 2.1% | CC(C)C(=O)N(c1ccc2oc(=O)sc2c1)S(=O)(=O)c1cccs1 | -11.8%
2.5% | 15.1% | CN(C(=O)c1ccc(NC(=O)Cc2ccc(NC(=O)C3CCCN(C(=O)c4ccccc4)C3)cc2)cc1)C1CC1 (stereo unspecified) | .
-6.4% | -4.8% | COc1ccc(S(=O)(=O)Cc2ccc(C(=O)N3CC(C)CC(C)C3)o2)cc1 (stereo unspecified) | -3.3%
-3.9% | 0.0% | Fc1cccc(Cl)c1CSc1nnc(COc2cccc3cccnc23)o1 | 5.8%
-1.5% | 22.5% | O=C(Nc1nc2ccc3ccccc3c2s1)c1ccc(N2CCCCC2)c([N+](=O)[O-])c1 | -5.9%
-4.0% | 3.1% | COC(=O)c1ccccc1NC(=O)CSc1ncccn1 | 3.4%
-4.6% | 14.1% | Cc1ccc(C(=O)O)cc1NC(=O)c1ccc(Cn2nc(C)c(Cl)c2C)o1 | -9.3%
-2.9% | 14.9% | O=C(CSc1nc2ncc(Cl)cc2[nH]1)N1CCOCC1 | .
-5.7% | 8.6% | CC(Oc1ccccc1)C(=O)Nc1ccc(S(=O)(=O)N2CCCC2)cc1 (stereo unspecified) | -4.4%
-7.7% | -6.7% | CN(C)S(=O)(=O)c1ccc2c(c1)c(=O)c(C(=O)N1CCOCC1)cn2C | 8.9%
-6.0% | -0.5% | CC(=O)OCC(=O)NCc1ccc2c(c1)OCO2 | 0.1%
-10.6% | 79.4µM* | COc1ccccc1/C=C/C=c1\sc2nc(=O)c(Cc3ccccc3)nn2c1=O | 4.4%
4.5% | 1.7% | COc1ccc(-c2nnn(Cc3nc(N)nc(N4CCOCC4)n3)n2)cc1OC | 3.0%
-4.1% | -9.3% | CCOC(=O)N1CCC(NC(=O)c2cnc3n(c2=O)CCS3)CC1 | 9.0%
-4.2% | -1.9% | COc1ccc(-c2noc(C3CCCN(C(=O)Nc4ccccc4F)C3)n2)cc1 (stereo unspecified) | 11.7%
-0.5% | 1.4% | O=c1c(=O)n2c(nn1Cc1ccc(F)cc1)sc1ccccc12 | 13.9%
-1.8% | 2.8% | COc1ccccc1NC(=O)CSc1nnc(-c2ccncc2)o1 | 1.0%
-3.9% | -10.3% | CC(C)CCNc1nc(-c2ccco2)c2c(c1C#N)CCCC2 | .
3.0% | -4.4% | COc1ccc(CCNC(=O)c2cccc(S(=O)(=O)N3CCCCC3)c2)cc1 | 6.3%
-4.3% | 17.6% | O=C(COC(=O)/C=C/c1ccc(OC(F)F)cc1)Nc1cccc(S(=O)(=O)N2CCOCC2)c1 | .
-23.3% | 1.8% | CC(C)(C)OC(=O)CN1C(=O)NC2(CCCc3ccccc32)C1=O (stereo unspecified) | -3.5%
-1.1% | 0.5% | O=C(c1ccco1)N1CCN(CC(O)COc2ccc(Br)cc2)CC1 (stereo unspecified) | -6.0%
-8.0% | -5.9% | CCOC(=O)C1CCCN(C(=O)c2cccs2)C1 (stereo unspecified) | 2.1%
2.5% | 4.1% | Cc1cc(N2C(=O)NC(=O)CC2C)c(C)cc1C(C)C (stereo unspecified) | 8.1%
1.6% | -4.3% | CNC(=O)c1ccc(NC(=O)c2ccc3c(=O)n4c(nc3c2)CCC4)cc1 | .
29.5% | 2.2% | Cc1ccc2c(C)nc(Nc3nc(CSc4nc5ccccc5[nH]4)cc(=O)[nH]3)nc2c1 | 8.9%
-2.8% | 2.8% | O=C(OCC(=O)N1CCOCC1)c1cccc(S(=O)(=O)Nc2ccc(F)cc2)c1 | .
-6.3%&-15.2% | -7.8% | COc1ccc(C(CCN2CCOCC2)c2c(OC)cc(OC)c3c(-c4ccccc4)cc(=O)oc23)cc1 (stereo unspecified) | ?
2.6% | -4.5% | CC(=O)Nc1ccc(-c2nnc(SCc3ccc(C)cc3)n2C)cc1 | 22.8%
-2.8% | 4.5% | COc1ccc2oc(=O)c(-c3ccccc3C(=O)N3CCOCC3)cc2c1 | -5.9%
-6.5% | 14.3% | Cc1ccc(NC(=O)COC(=O)C2(CC(=O)NC(C)C)CCCC2)cc1C | .
1.0% | 2.5% | Cc1cc(C)c(-c2csc(NC(=O)c3n[nH]c(=O)c4ccccc34)n2)c(C)c1 | 20.8%
-11.4% | -21.8% | CCOC(=O)c1ccc(N2C(=O)c3n[nH]c(-c4cccs4)c3C2c2ccc(O)c(OC)c2)cc1 (stereo unspecified) | .
-4.9% | -9.7% | Cc1ccc(S(=O)(=O)N/N=C\c2ccccc2OCc2ccccc2)cc1 | 2.6%
-1.5% | -4.9% | CN(C(=O)COC(=O)COc1ccc(Cl)cc1)C1CCCCC1 | -19.0%
-0.4% | 3.3% | O=C(CNS(=O)(=O)c1ccc(Br)s1)NCc1ccccc1 | -1.0%
-1.9% | -22.3% | O=C(/C(=C/c1ccc(Cl)cc1)c1nc2ccccc2[nH]1)c1cccs1 | 13.1%
-4.9% | -22.1% | COc1ccc(/C=N/n2c(C3CCCCC3)n[nH]c2=S)c(OC)c1 | ?
-14.5% | ? | O=C(CSC1=NC2(CCCCC2)N=C1c1ccccc1)Nc1ccc2c(c1)OCCO2 | 14.8%
-1.4% | 1.9% | Cc1noc(C)c1COc1ccccc1C(=O)NNC(=O)c1ccccc1F | .
-14.9% | -19.9% | CCOc1ccc(CNC(=O)c2ccc3c(Cl)c4c(nc3c2)CCCC4)cc1 | .
-5.2% | 0.1% | COC(=O)Nc1ccc(S(=O)(=O)NC2CCS(=O)(=O)C2)cc1 (stereo unspecified) | -8.7%
-6.0% | -13.5% | COC(=O)[C@@]12CCCN1[C@H](c1ccc(-c3ccc(OC)cc3)c(OC)c1)[C@@H]1C(=O)N(C)C(=O)[C@@H]12 | -3.9%
-25.2% | -5.9% | O=C(CSc1nnc(-c2cccnc2)o1)NNC(=O)c1ccc(Br)cc1 | -7.1%
-7.3% | -16.1% | Cc1ccc(C)c(NC(=O)COC(=O)CSc2ccccc2)c1 | .
-10.6% | -1.7% | CCCCNS(=O)(=O)c1ccc(NC(=O)c2cccs2)cc1 | -8.9%
-13.4% | -0.8% | COc1ccc(-c2ccc3c(N)c(C(=O)c4cccc(OC)c4)sc3n2)cc1 | -2.4%[12.8 µM]
-6.7% | 21.0% | CC(C)CCC1(C)NC(=O)N(CC(=O)NCC(=O)Nc2ccc(F)c(F)c2F)C1=O (stereo unspecified) | .
-7.7% | 9.3% | Cn1c(N)c(C(=O)COC(=O)CSc2cccc3cccc(Cl)c23)c(=O)n(C)c1=O | 6.8%
6.6% | . | CCCCN(CC)c1nc(C)nc2c1c(C)c(C)n2-c1c(C)cc(C)cc1C | 2.4%

# Next structures.
KAT2A inh | FEN1 inh | Compound | N370S GC mod
-10.9% | 18.2% | COc1ccc(C(=O)Nc2ccc3oc(-c4cccc(F)c4)nc3c2)cc1OC | 4.8%
-5.1% | 12.2% | Cc1cc(NC(=O)C2CC(=O)N(c3ccc(Cl)cc3)C2)no1 (stereo unspecified) | -6.1%
-5.6% | -23.1% | COc1ccc(C)cc1Nc1n[n+](-c2ccccc2)c(-c2c(Cl)cccc2Cl)s1 | -4.7%
0.1% | 2.9% | Cc1ccccc1-c1nnc(NC(=O)c2ccc(N3C(=O)CCC3=O)cc2)s1 | 2.4%
-0.6% | -4.2% | COc1cccc(NC(=O)CSc2nc3c([nH]c4ccccc43)c(=O)n2-c2cc(C)cc(C)c2)c1 | .
? | 0.6% | CCn1c(SCC(=O)Nc2ccc(OC)cc2)nc2c(c1=O)SCC2 | -2.9%
-26.3% | -11.0% | CCOC(=O)c1c(NC(=O)c2ccccc2)sc2c1CCc1ccccc1-2 | 2.0%
2.2% | -12.4% | Cc1cc(Nc2cccc(C)c2C)n2nc(C)nc2n1 | 13.9%
0.6% | 0.8% | Cc1cc(OCc2ccc(C(=O)Nc3ccc(C(=O)O)cc3)o2)ccc1Cl | -0.9%
-20.6% | -12.9% | COc1ccc(CNC(=O)CCc2c(C)c3cc4c(C)c(C)oc4cc3oc2=O)cc1OC | .
-3.9% | -4.8% | CC(NCCOc1ccccc1F)C(=O)Nc1ccc(S(N)(=O)=O)cc1 (stereo unspecified) | -7.3%
-20.1% | -20.8% | COc1ccccc1CNS(=O)(=O)c1cc(C(=O)Nc2cccc(C(F)(F)F)c2)ccc1F | .
2.6% | 0.6% | O=C(/C=C/Nc1cccc(C(F)(F)F)c1)c1ccco1 | 20.1%
-1.9% | 13.6% | COc1cccc(Cn2c(=O)n(-c3ccc(Br)cc3F)c(=O)c3sc4ccccc4c32)c1 | .
-9.7% | 0.1% | Cc1cc(S(=O)(=O)NC(C)c2nnc3ccccn23)ccc1Br (stereo unspecified) | .
-2.6% | 8.6% | CC(=O)C1=C(C)Nc2ncnn2C1c1ccc(F)cc1 (stereo unspecified) | -3.6%

# Not a retest: six of the compounds above.
KAT2A inh | FEN1 inh | Compound | N370S GC mod
-3.9% | -4.8% | CC(NCCOc1ccccc1F)C(=O)Nc1ccc(S(N)(=O)=O)cc1 (stereo unspecified) | -7.3%
-20.1% | -20.8% | COc1ccccc1CNS(=O)(=O)c1cc(C(=O)Nc2cccc(C(F)(F)F)c2)ccc1F | .
2.6% | 0.6% | O=C(/C=C/Nc1cccc(C(F)(F)F)c1)c1ccco1 | 20.1%
-1.9% | 13.6% | COc1cccc(Cn2c(=O)n(-c3ccc(Br)cc3F)c(=O)c3sc4ccccc4c32)c1 | .
-9.7% | 0.1% | Cc1cc(S(=O)(=O)NC(C)c2nnc3ccccn23)ccc1Br (stereo unspecified) | .
-2.6% | 8.6% | CC(=O)C1=C(C)Nc2ncnn2C1c1ccc(F)cc1 (stereo unspecified) | -3.6%

# Additional compounds follow.
KAT2A inh | FEN1 inh | Compound | N370S GC mod
-1.4% | . | CCOC(=O)C1CCN(C(=O)C2CCN(S(=O)(=O)c3cccc4cccnc34)CC2)CC1 | -1.3%
-7.1% | 15.2% | CCOCCCNC(=O)c1ccc(Cn2c(=S)[nH]c3c([nH]c4ccc(OC)cc43)c2=O)cc1 | 1.2%
-5.7% | 4.0% | O=C(Nn1cnc2ccccc2c1=O)c1cccc(Cl)c1 | -12.6%
-4.8% | 2.1% | Cc1ccc(NC(=O)CCN2C(=O)c3ccccc3S2(=O)=O)cc1C | -0.8%
1.6% | 2.4% | CCNC(=O)NC(=O)CSc1nc2ccccc2n1CCOC | 17.6%
-5.2% | -8.9% | CN(C)/C=C/C(=O)c1ccc(F)cc1F | 0.4%
-1.3% | -2.6% | CCN(CC)S(=O)(=O)c1ccc2c(c1)N(CC(=O)N1CCN(c3ccccc3F)CC1)C(=O)CO2 | .
-2.6% | -16.5% | O=[N+]([O-])c1ccc(Nc2ccccc2)c2nonc12 | -9.6%
-24.4% | 12.3% | CCOC(=O)C1=C(O)CCn2c1nc1ccccc12 | -0.9%
-17.0% | -2.0% | CCOC(=O)C1CCN(C(=O)CCNC(=O)c2cc(OC)c(OC)c(OC)c2)CC1 | 1.7%
-2.8% | 6.0% | COC(=O)c1ccc(/C=N/N2CCN(Cc3ccccc3)CC2)cc1 | -2.3%
-2.6% | 18.5% | CC(C)(C)NC(=O)CSc1nnc(NC(=O)c2ccccc2Cl)s1 | 16.9%
-4.5% | -10.4% | CC1CCC(NC(=O)CSc2nnnn2C)CC1 (stereo unspecified) | .
-25.1% | 6.5% | CCS(=O)(=O)N1CCC(C(=O)Oc2ccccc2OC)CC1 | -3.6%
0.6% | 5.8% | Cc1cc(C(=O)CSc2nnnn2C)c(C)n1CCc1ccc(F)cc1 | 6.9%
7.1% | -16.6% | COc1ccccc1/C=C(/C(=O)OCC(=O)N(C)Cc1ccccc1)c1ccccc1 | 19.4%
-5.3% | -0.1% | O=C(O)c1ccccc1-c1ccccc1C(=O)Nc1ccc(F)cc1 | -1.3%
-1.2% | 2.1% | NC(=O)Cn1c(=O)n(C2CCCCC2)c(=O)c2c3c(sc21)CCCCC3 | 23.0%

# From PubChem
